# Compound activity deposited in PubChem BioAssay by several laboratories.
# MCL1-BIM inh: inhibitors of human MCL1 binding to BIM-BH3 peptide; inhibition, % at 10.9 µM; 0.68% of 320,000 active; AID 2057; GST-MCL1 / FITC-Bim-BH3 fluorescence polarization;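 active = inhibition above the mean inhibition of all tested compounds plus 3 SD, set per campaign, cut at about 40% in these data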;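 also: 0% = DMSO wells and 100% = unlabeled Bim-BH3 peptide control; higher means more loss of mP so more displacement of Bim peptide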
# GLD-1 TGE inh: GLD-1-TGE RNA interaction inhibition (C. elegans); Q17339; purified GLD-1 + fluorescein TGE RNA, fluorescence polarization; inhibition, % at 5.96 µM; 0.44% of 320,000 active; AID 2280;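 active = percent inhibition above a per-plate cutoff, the plate mean of test compounds plus 3 SD, cut at about 30% in these data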;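 also: 0% = DMSO wells with GLD-1 and probe and 100% = wells lacking GLD-1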
# BCLXL inh: inhibitors of human Bcl-xL; inhibition, % at 10.9 µM; Q07817; AID 2129; GST-Bcl-xL / FITC-Bim BH3 peptide fluorescence polarization; 0.7% of 320,000 active;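 active = inhibition above the mean of all tested compounds plus 3 SD, cutoff set per campaign, cut at about 30% in these data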;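 also: 0% = DMSO wells and 100% = unlabeled Bim-BH3 peptide competitor; inhibitors lower millipolarization by displacing the labeled peptide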
# MEX-5 binding: C. elegans MEX-5 TCR-2 RNA binding activity; Q9XUB2; MEX-5/FITC-TCR2 RNA binding, fluorescence polarization; hits give low values; activity score (negative = inhibition of binding), % at 10 µM; 0.38% of 300,000 active;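 active = inhibition past about -25% in most replicates, and total fluorescence under double the plate's negative control median, limit read from the data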;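 also: 0% = DMSO and -100% = 5 µM competing unlabeled TCR2 RNA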
# Fam108B counter: counter-screen for RBBP9 inhibitors: inhibitors of mouse Fam108B. recombinant Fam108B, FP-Rh probe fluorescence polarization. inhibition, % at 9.51 µM. 0.33% of 300,000 active;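 active = inhibition above the screen mean inhibition plus 3 SD, computed separately per campaign, cut at about 18% in these data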;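 also: inhibitors lower polarization as less probe binds the enzyme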
# VLA-4 inh: inhibition in a human VLA-4 binding assay; VLA-4 expressing cells, ligand binding flow cytometry; 0.2% of 330,000 active; inhibition, % (about 7 µM as worked out from the volumes in the protocol); P13612; in the data active = inhibition above about 50%
# Target sequence (P13612 whole entry, looked up): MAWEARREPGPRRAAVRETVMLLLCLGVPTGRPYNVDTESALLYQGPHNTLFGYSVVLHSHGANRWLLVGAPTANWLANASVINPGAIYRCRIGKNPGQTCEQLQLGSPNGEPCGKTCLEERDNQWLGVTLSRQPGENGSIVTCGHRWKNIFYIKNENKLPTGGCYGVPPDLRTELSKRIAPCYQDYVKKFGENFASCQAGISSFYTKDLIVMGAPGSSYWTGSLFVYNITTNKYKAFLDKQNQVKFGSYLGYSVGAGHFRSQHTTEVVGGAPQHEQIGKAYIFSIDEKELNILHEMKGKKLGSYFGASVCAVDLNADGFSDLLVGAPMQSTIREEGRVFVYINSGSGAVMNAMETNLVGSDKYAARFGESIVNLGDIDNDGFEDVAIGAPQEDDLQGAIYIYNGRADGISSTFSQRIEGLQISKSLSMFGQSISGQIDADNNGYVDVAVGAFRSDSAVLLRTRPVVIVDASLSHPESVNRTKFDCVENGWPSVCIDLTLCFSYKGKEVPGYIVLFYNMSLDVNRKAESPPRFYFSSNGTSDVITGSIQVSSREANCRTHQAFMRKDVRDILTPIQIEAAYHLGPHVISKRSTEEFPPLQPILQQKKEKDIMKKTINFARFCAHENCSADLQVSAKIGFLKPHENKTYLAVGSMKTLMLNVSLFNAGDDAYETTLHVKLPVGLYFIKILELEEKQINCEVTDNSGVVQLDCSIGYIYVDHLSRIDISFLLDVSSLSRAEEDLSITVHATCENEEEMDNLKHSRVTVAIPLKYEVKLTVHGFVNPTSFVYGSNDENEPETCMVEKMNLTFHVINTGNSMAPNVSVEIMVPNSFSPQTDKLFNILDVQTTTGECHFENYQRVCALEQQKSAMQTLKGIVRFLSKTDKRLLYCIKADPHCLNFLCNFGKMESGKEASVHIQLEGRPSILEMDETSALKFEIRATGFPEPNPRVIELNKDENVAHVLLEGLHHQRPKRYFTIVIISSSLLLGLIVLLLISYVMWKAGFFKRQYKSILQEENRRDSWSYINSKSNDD
# Efflux pump mplx: antifungal efflux pump inhibition, Nile Red retention. S. cerevisiae Candida pump triplex. inhibition, % at 10 µM. 0.44% of 330,000 active. AID 485275;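 active = plate passing quality check with inhibition over a set limit, or well fluorescence over plate mean plus 4 SD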;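 also: Nile Red retained in pooled yeast measured as flow cytometry median fluorescence; 0% = buffer negative control and 100% = Enniatin B positive control; higher means more Nile Red kept so more efflux inhibition; some compounds called inactive have numbers as strong as hits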
# PME-1 inh: blocks human protein phosphatase methylesterase 1 | Q9Y570 | recombinant PME-1, FP-Rh probe fluorescence polarization | inhibition, % at 5.9 µM | 0.53% of 320,000 active | AID 2130;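 active = inhibition above the campaign mean of all compounds plus 3 SD, cut at about 26% in these data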;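 also: competitive labeling of PME-1 active site by serine hydrolase directed probe; 0% = PME-1 with DMSO and 100% = wells lacking PME-1 enzyme; inhibitors block probe labeling so polarization falls and inhibition rises; many of its hits are not listed in these tables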
# GRK2 aptamer HTS: inhibitors of human GRK2 displacing RNA aptamer; P25098; bead flow cytometry, FAM-aptamer displacement from GRK2; inhibition of aptamer binding, % at 10 µM; 0.59% of 330,000 active; AID 488847;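 active = inhibition of aptamer binding above 40%, roughly 3 SD of noise, on plates passing a quality check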;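 also: median bead fluorescence of bound FAM aptamer so fluorescent compounds give negative values; no value below 0 was filed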
# The depositor's hits bear a star; . = no result given. Some of the compounds tested, so the mix of outcomes need not match the whole.
Molecule	MCL1-BIM inh	GLD-1 TGE inh	BCLXL inh	MEX-5 binding	Fam108B counter	VLA-4 inh	Efflux pump mplx	PME-1 inh	GRK2 aptamer HTS
CC1(C)COC(c2cc([N+](=O)[O-])ccc2Cl)=N1	-4.7	5.5	2.8	-0.7	-2.1	22.7	0.2	-10.6	0.0
COc1ccc(S(=O)(=O)N(C)C[C@H]2Oc3ccc(NC(=O)Nc4ccc5c(c4)OCO5)cc3C(=O)N([C@H](C)CO)C[C@@H]2C)cc1	.	-1.6	.	.	.	-3.4	0.0	.	1.0
COc1ccc(-c2noc(CCC(=O)Nc3cccnc3)n2)cc1	2.3	4.9	4.0	1.5	-1.5	-1.7	-0.2	-1.4	4.0
CCOC(=O)C(NC(C)=O)(Nc1ccc(S(=O)(=O)Nc2nccs2)cc1)C(F)(F)F (stereo unspecified)	2.6	-2.9	6.4	0.4	-3.1	8.8	0.0	0.6	0.0
CC(C)COC(=O)c1ccc2c(c1O)C(=O)c1ccccc1C2=O	3.5	10.3	6.5	0.7	14.2	-43.5	-0.1	-2.1	5.0
CC(C)CC1NC(=O)N(CC(=O)N2CCN(S(=O)(=O)c3ccc4ccccc4c3)CC2)C1=O (stereo unspecified)	-20.3	0.5	-5.4	3.9	-4.6	4.0	-0.1	4.7	4.0
CCOc1ccccc1NC(=O)CN(c1ccc(OC)cc1)S(=O)(=O)c1c(C)noc1C	0.0	10.2	3.2	-0.5	-2.4	23.4	-0.2	-0.3	1.0
COc1cc2c(cc1OC)CN(Cc1cc(=O)n3c(-c4ccccc4)csc3n1)CC2	3.5	-7.5	7.5	-1.6	-6.4	-6.9	0.3	4.3	1.0
CC(C)(C)NC(=O)C(c1ccc(F)cc1)N(Cc1ccco1)C(=O)Cn1nnc(-c2cccs2)n1 (stereo unspecified)	1.5	0.0	3.1	1.0	0.0	-1.4	0.0	1.2	3.0
CCN1CCN(c2ccc(S(=O)(=O)N(CC)CC)cc2[N+](=O)[O-])CC1	3.9	-0.1	1.6	-2.2	-1.5	5.8	0.0	3.7	2.0

# Copied from the list:
# Fam108B counter, CCOC(=O)C(NC(C)=O)(Nc1ccc(S(=O)(=O)Nc2nccs2)cc1)C(F)(F)F (stereo unspecified) is entered as -3.1
# GLD-1 TGE inh, COc1cc2c(cc1OC)CN(Cc1cc(=O)n3c(-c4ccccc4)csc3n1)CC2 is entered as -7.5

# (more compounds)
Molecule	MCL1-BIM inh	GLD-1 TGE inh	BCLXL inh	MEX-5 binding	Fam108B counter	VLA-4 inh	Efflux pump mplx	PME-1 inh	GRK2 aptamer HTS
Cc1ccccc1N=Cc1c(O)n(-c2nccs2)c(=O)c2ccccc12	9.7	1.7	8.0	-16.3	-0.2	13.5	-0.1	1.8	4.0
COc1ccc(S(=O)(=O)N(C)C[C@H]2Oc3ccc(NS(=O)(=O)c4c(C)noc4C)cc3C(=O)N([C@H](C)CO)C[C@@H]2C)cc1	.	1.1	.	.	.	16.6	-0.3	.	0.0
C=CCn1c(SCC(=O)N2CCCC2)nc2scc(-c3cccs3)c2c1=O	11.5	4.5	2.1	-5.0	2.5	8.2	-0.1	-4.2	2.0
COc1ccc(C(=O)NCCSCc2ccc(C)cc2)cc1	6.7	-3.0	6.2	0.0	9.5	-10.5	0.0	-0.4	2.0
Cc1ccc(C(=O)N2CCCC(Nc3ccc(F)cc3)C2)cc1C (stereo unspecified)	5.7	5.7	4.8	-2.3	4.5	37.5	0.0	8.2	0.0
Cc1nc(=O)c(-c2ccccc2)c(C)n1Cc1ccccc1	-1.4	5.5	0.0	0.1	5.5	-3.7	0.0	1.0	1.0
CCCc1cc(=O)[nH]c(SC/C=C/c2ccccc2)n1	4.3	5.4	4.2	0.8	-2.1	1.7	0.0	-5.5	.
C=CCNc1nc(Nc2ccc(OC)cc2OC)nc(OCC)n1	3.8	4.2	2.8	1.1	-0.8	15.0	0.0	1.6	0.0
CC(=O)COc1ccc2c(c1C)O/C(=C\c1ccco1)C2=O	19.6	5.4	14.2	-1.6	9.7	-33.0	-0.1	4.8	1.0
CC(=O)Oc1c(Cl)c(N2CCOCC2)c(OC(C)=O)c2ccccc12	-5.5	-2.9	0.3	1.2	0.6	-12.1	-0.2	6.4	3.0
CC(C)CNC(=O)c1ccc2c(c1)C(=O)N(C1CCCCC1)C2=O	3.3	3.2	0.5	-1.2	-1.8	11.9	1.4	0.0	1.0
O=C(Cc1ccc(F)cc1)Nc1ccc(Cl)cn1	-3.1	3.8	2.0	-2.5	-3.5	7.4	0.4	-3.8	2.0
Cc1ccc(OC(=O)CCS(=O)(=O)c2ccc(C)cc2)cc1	1.6	7.3	-2.9	-1.1	-2.1	2.1	0.1	-5.5	0.0
CCc1ccccc1NC(=O)CN(c1ccc(OC)cc1OC)S(=O)(=O)c1ccccc1[N+](=O)[O-]	-5.2	1.8	1.3	0.6	-1.7	4.5	0.0	-0.2	0.0
COc1ccc(-c2[nH]ncc2CN(C)Cc2cnccn2)c(OC)c1	-3.3	-3.3	-3.0	-4.2	-1.6	-1.5	-0.1	-2.9	1.0
O=C1CCC(C(=O)N(c2ccccc2)C2(C(=O)NC3CCCCC3)CCCCC2)N1 (stereo unspecified)	1.8	-1.7	1.8	.	1.2	10.5	0.1	-1.9	1.0
O=C(CCNC(=O)c1ccccc1)Nc1ccc(F)c(Cl)c1	0.6	4.6	1.7	1.1	-1.6	54.1*	0.0	0.1	4.0
N#Cc1ccc(OCC(=O)Nc2nc(-c3ccncc3)cs2)cc1	5.2	-6.1	2.1	.	.	5.8	0.2	-0.8	0.0
COc1ccc(C)cc1NC(=O)CSc1ccc(Cl)cc1	0.0	6.4	2.8	-0.7	-1.1	1.1	-0.1	2.4	0.0
O=C1CN(C(=O)COc2ccc(Br)cc2Br)c2ccccc2N1	-1.1	-2.1	3.9	-1.8	0.3	2.5	0.0	4.4	3.0
CCOC(=O)N1CCC(NC(=O)c2cc(C(=O)NCC(OC)OC)ccc2CO)CC1	0.9	-4.3	0.5	-0.1	-0.2	2.1	-0.2	0.0	1.0
Cc1cc2nc(C3CCCN(C(=S)Nc4ccccc4C)C3)[nH]c2cc1C (stereo unspecified)	7.3	9.1	2.0	-0.1	3.4	13.8	0.3	-6.8	6.0
Cc1ccsc1C1C(C#N)=C(N)Oc2n[nH]c(C)c21 (stereo unspecified)	-7.8	1.4	0.2	0.0	0.7	15.8	-0.1	-7.9	0.0
Nc1nonc1C(=O)N/N=C/c1ccc(-c2ccc(Cl)c(C(=O)O)c2)o1	12.8	-1.6	5.4	-10.1	5.6	9.2	-0.1	0.5	8.0
O=C(Cc1ccccc1)NCc1n[nH]c(=S)n1-c1ccc(Br)cc1	-20.1	-2.5	-18.1	-2.4	-1.1	11.8	0.2	-10.1	0.0
Cc1ccc(NC(=O)c2ccc(OC(=O)c3ccco3)cc2)cc1	4.3	2.4	5.4	-1.8	-1.5	7.1	-0.1	-8.3	8.0
S=C1SCN(CC2CC2)CN1CC1CC1	1.5	3.0	4.9	0.2	1.6	20.8	-0.1	0.6	0.0
COc1ccc(CNC(=O)C[C@H]2C(=O)N(Cc3ccccc3)C[C@@H]2Cc2ccccc2)cc1	5.3	-6.1	5.6	1.1	0.7	14.2	-0.1	12.7	0.0
CC(=O)c1ccc(NC(=O)N[C@@H](Cc2ccccc2)C(=O)O)cc1	0.9	0.5	4.0	-1.5	1.3	-6.9	0.0	-2.6	1.0
COc1ccc(S(=O)(=O)N2CCC(C(=O)NCC3CCCO3)CC2)cc1Cl (stereo unspecified)	3.7	-1.2	3.5	0.4	0.4	12.3	-0.2	-5.7	0.0
COc1ccc(C2/C=C\CN(C(=O)Nc3ccccc3)CC(=O)N2Cc2ccc(F)cc2)cc1 (stereo unspecified)	7.3	3.3	1.3	1.5	3.6	.	.	-3.3	.
Cc1nn(Cc2ccc(F)cc2)c(C)c1NC(=O)c1cnn2c1NC(c1ccccc1)CC2C(F)(F)F (stereo unspecified)	-1.7	7.3	2.9	2.1	2.7	2.0	0.6	3.5	0.0
Cc1ccc(NC(=O)CSc2ccc3c(c2)OCCO3)c(O)c1	3.3	1.1	1.5	0.9	-0.9	-8.7	0.1	2.3	0.0
CC(=O)N1CCc2c(sc(NC(=O)CS(=O)(=O)c3ccc(F)cc3)c2C#N)C1	4.8	4.8	-1.7	-0.9	-1.5	0.3	0.1	-7.4	1.0
COc1ccc(Br)cc1/C=N/NC(=O)c1ccc(COc2ccc3c(c2)CCC3)o1	1.5	4.9	-2.0	2.2	-5.0	21.9	0.0	-3.6	0.0
O=C(NCc1cccs1)c1cc(S(=O)(=O)N2CCOCC2)ccc1N1CCCC1	0.7	9.4	-0.1	.	.	9.1	0.1	-0.8	0.0
CCn1cc(C(=O)NC(C)C2CC3CCC2C3)cn1 (stereo unspecified)	1.4	-1.1	5.7	3.3	-2.6	7.6	0.0	-4.7	0.0
O=S(=O)(/C=C/c1ccccc1)N1CCN(Cc2ccccc2)CC1	-3.9	-0.2	0.3	1.7	-2.1	23.3	0.1	-0.5	0.0
COCCCn1c(SCC(=O)NC2CCS(=O)(=O)C2)nnc1-c1ccc(Cl)cc1 (stereo unspecified)	2.4	0.8	-1.7	.	.	0.0	-0.1	4.5	0.0
COc1ccc(Br)cc1CN1CCN(C(=O)c2ccc(F)cc2)CC1	0.3	2.4	3.3	0.2	3.3	1.4	-0.1	8.2	0.0
CCOc1cc(NC(=S)NCCCN2CCOCC2)c(OCC)cc1NC(=O)c1ccccc1C	1.0	0.5	0.0	-0.4	-0.8	-0.7	0.3	-3.2	0.0
O=[N+]([O-])c1ccc(N2CCN(c3ccccc3)CC2)nc1	0.9	-0.3	1.4	0.4	1.3	6.4	-0.2	-3.3	0.0
Cc1cccc(N(C(=O)c2snc(C(N)=O)c2N)C(C(=O)NCC2CCCO2)c2cccs2)c1 (stereo unspecified)	3.4	-2.1	9.8	-1.8	-3.9	2.6	-0.1	6.6	8.0
CCOC(=O)CN1C(=O)N[C@@H](c2cccc(F)c2)C(C(C)=O)=C1C	4.4	2.5	4.9	2.4	0.5	-9.2	-0.1	9.2	0.0
Cn1c(N)c(C(=O)Nc2ccccc2)c(=O)[nH]c1=O	-4.1	2.6	4.7	-2.0	2.2	.	.	-3.8	.
Cc1nc(-c2ccc(C(=O)Nc3ccc(F)cc3)cc2)cs1	-8.6	0.8	-10.9	1.6	0.4	7.9	-0.4	-9.0	0.0
CCc1cc(=O)oc2c(CNCc3ccccc3F)c(O)c(Cl)cc12	6.5	-0.9	1.4	-1.2	4.2	1.5	-0.3	5.8	0.0
NC(=Nc1ccccc1)NC(=O)c1nc(Cl)c(N)nc1N	0.4	6.0	-1.9	-1.0	1.3	33.6	-0.1	0.6	0.0
CCCCN(CC)CCNC(=S)Nc1ccc2nc(N3CCN(C)CC3)cc(C)c2c1	5.3	3.8	3.7	-2.1	-2.3	-14.3	0.5	-5.0	0.0
CCCc1nn(C)c(C(=O)Nc2ccc(CC)cc2)c1Cl	4.5	1.7	4.9	0.5	0.7	0.0	1.1	-2.5	0.0
